Source: PubChem
S100A4 inh HTS: inhibitors of human S100A4 binding to myosin IIA peptide; inhibition, % at 10.7 µM; S100A4/TAMRA-MyoIIA peptide fluorescence polarization; 360,000 tested, 0.14% active; P26447;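 active = mean inhibition of at least 70% across replicates, with every replicate also reaching that level; inconclusive = mean inhibition reaches 70% but some replicates fall short; inactive = mean inhibition below 70%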
Target sequence (P26447 whole entry, looked up): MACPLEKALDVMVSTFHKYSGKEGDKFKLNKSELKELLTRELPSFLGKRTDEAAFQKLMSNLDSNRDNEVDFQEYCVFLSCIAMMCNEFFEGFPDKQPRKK
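Material: S100A4 monomer (human). Medium: Calcium-containing HEPES buffer, pH 7.2. Probe or stimulus: labelled myosin peptide probe, 5 nM. Compound dosing: one concentration per compound. Timing: polarization read 5 min after assay mix addition, stable 5–60 min. Benchmarks: DMSO as neutral control, TFP as positive control.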
C2C12 statin: suppression of simvastatin myotoxicity. 330,000 tested, 0.78% active. C2C12 myotubes + simvastatin, ATP luminescence, 48 h; scaled: DMSO 0, geranylgeraniol control 100. rescue of ATP level, % at 7.49 µM;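 active = mean ATP rescue above about 67%, or every replicate alone reaching that limit, limit read from the data, passing the limit was not always enough; inconclusive = no clear call, values can overlap the other calls; inactive = mean under the limit and some replicate under it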;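 note: myotubes were challenged with 10 µM simvastatin during compound exposure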
SIRT5 block: sirtuin-5 (human) deacylase inhibition; inhibition, % at 15 µM; 330,000 tested, 1.1% active; Q9NXA8; Purified SirT5, succinyl-peptide AMC, trypsin-coupled fluorescence; in the data active = inhibition above about 15%; inconclusive = no clear call, values can overlap the other calls
Target sequence (Q9NXA8 whole entry, looked up): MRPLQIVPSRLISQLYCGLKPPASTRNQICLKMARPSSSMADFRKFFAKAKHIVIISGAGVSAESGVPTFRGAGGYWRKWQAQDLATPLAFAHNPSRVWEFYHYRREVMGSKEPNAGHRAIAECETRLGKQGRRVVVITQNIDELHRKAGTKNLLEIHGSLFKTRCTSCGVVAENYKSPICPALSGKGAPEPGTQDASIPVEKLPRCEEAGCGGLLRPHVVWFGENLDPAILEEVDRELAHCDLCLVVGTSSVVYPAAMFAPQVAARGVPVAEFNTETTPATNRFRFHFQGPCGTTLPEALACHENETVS
esBAF inh: blocks esBAF chromatin remodeling in mouse ES cells; Bmi1-luciferase knock-in reporter, 24 h; 100% = twice the neutral-well signal; reporter increase, % at 12.5 µM; 350,000 tested, 2% active; in the data active = activation above about 40%; inconclusive = no clear call, values can overlap the other calls;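 note: 0% = median of the plate's neutral control wells and 100% = double that signal; a rise in the Bmi1 reporter signal indicates esBAF inhibition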
FN deposit inh: fibronectin deposition inhibition | AH1F fibroblasts, Alexa488-fibronectin deposition fluorescence, overnight | inhibition, % at 12.6 µM | 350,000 tested, 0.086% active | AID 743247;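 active = mean inhibition across replicates of 30% or more, regardless of how many single replicates reach that level; inconclusive = mean under 30% yet at least half of replicates reach 30%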;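 note: positive control wells lacked labelled fibronectin entirely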
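Assay system: AH1F fibroblasts / Quantity: 10000 cells per well / Medium: DMEM plus 2% serum, read in PBS / Reagent: labelled fibronectin 24 nM / Dosing: single dose, pinned / Times: 1 h cell attachment, overnight exposure to compound and label / Signal: fluorescence, ex 485 nm, em 525 nm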
LGR2 inh: Drosophila LGR2 receptor signaling inhibition | HEK293 LGR2, CRE-luciferase, bursicon-stimulated, 4 h | 380,000 tested, 0.35% active | inhibition, % at 9.99 µM;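 active = drop in luminescence signal, shown as inhibition above about 50% in the replicate tests, limit read from the data, passing the limit was not always enough; inconclusive = probably only some replicates passing the limit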;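 note: agonist challenge used bursicon conditioned medium at about half maximal strength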
CASP6 VEID inh: blocks human caspase-6 cleavage activity; purified caspase-6, Z-VEID-R110 cleavage fluorescence; inhibition, % at 12.5 µM; P55212; 350,000 tested, 0.53% active;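 active = mean inhibition across replicates at least about 35%, with every replicate also reaching that limit, limit read from the data; inconclusive = only one of the two criteria met; inactive = neither criterion met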;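 note: 0% = median of neutral control wells and 100% = no fluorescence left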
Target sequence (P55212 24-179 limits assumed): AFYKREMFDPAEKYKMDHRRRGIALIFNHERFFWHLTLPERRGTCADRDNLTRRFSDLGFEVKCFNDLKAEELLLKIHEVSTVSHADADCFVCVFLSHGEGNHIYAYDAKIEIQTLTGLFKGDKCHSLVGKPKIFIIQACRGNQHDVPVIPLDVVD
Target sequence (P55212 194-293 limits assumed): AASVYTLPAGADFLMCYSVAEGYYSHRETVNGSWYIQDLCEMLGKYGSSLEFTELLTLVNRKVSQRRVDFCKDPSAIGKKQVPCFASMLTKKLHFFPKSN
Starred values were filed as active, the others as inactive; ? = inconclusive; . = not tested or not shown; & = joins results of further samples. Not all compounds are listed (hit frequency here may not be typical).

SMILES	S100A4 inh HTS	C2C12 statin	SIRT5 block	esBAF inh	FN deposit inh	LGR2 inh	CASP6 VEID inh
C[C@@H]1CCCCO[C@H](CN(C)C(=O)Nc2cccc3ccccc23)[C@@H](C)CN([C@H](C)CO)C(=O)c2cc(NC(=O)CCC(F)(F)F)ccc2O1	.	.	.	2.5	-0.4	0.4	.
COc1cccc(NC(=O)N(C)C[C@@H]2Oc3ncc(C#Cc4ccc(F)cc4)cc3C(=O)N([C@H](C)CO)C[C@@H]2C)c1	4.1	7.5	-1.4	0.4	11.7	-7.3	-0.6
CCOc1ccc(NS(=O)(=O)c2ccc(C(=O)N(C)CC(=O)Nc3cccc(OC)c3)cc2)cc1	-4.5	-12.5	7.5	1.3	-10.1	11.9	1.1
O=C(C[C@H]1C[C@@H]2c3cc(NC(=O)CC4CC4)ccc3O[C@@H]2[C@@H](CO)O1)NCc1cccnc1	-3.7	1.4	4.0	-3.5	0.2	-5.2	-4.2
CN(C)CC(=O)N[C@@H]1CC[C@H](CC(=O)NCCN2CCCCC2)O[C@H]1CO	-9.3	0.5	1.8	1.7	5.7	18.5	-0.5
C[C@H]1CN([C@@H](C)CO)C(=O)c2ccccc2-c2ccccc2CO[C@H]1CN(C)Cc1cccnc1	6.7	.	1.5	-0.9	2.0	7.9	4.0
CN(C)c1ccc(/C=N/N=C/c2ccccc2O)cc1	.	-6.4	.	?	1.3	56.1*	.
CC(NC(=O)CN1CCN(c2ccc(Cl)cc2)CC1)c1ccccc1 (configuration not stated)	-4.1	2.7	1.8	-6.8	-0.5	-16.1	-8.5
COc1ccccc1/C(C)=N/Oc1cc(N)cc([N+](=O)[O-])c1	-0.2	-28.3	4.2	20.1	-4.2	19.5	-0.6
Cc1ccc(N)cc1O	-9.4	4.6	.	1.3	.	16.5	8.3
CC(C)c1cn(CC[C@@H]2CC[C@@H](NC(=O)C3CCCC3)[C@H](CO)O2)nn1	27.4	-4.7	1.9	0.8	-1.0	-10.8	-2.8
CCN(c1ccc(C)c(C)c1)S(=O)(=O)c1c(C)[nH]c(=O)[nH]c1=O	.	15.9	.	-5.2	.	-1.1	.
C=C(C)[C@@H](O)COc1c2ccoc2cc2oc(=O)ccc12	5.7	-0.6	.	-11.3	-10.2	0.5	1.1
CCOC(=O)CCC(=O)Nc1cccc([N+](=O)[O-])c1	.	-4.5	.	-8.4	-7.8	14.4	.
CN(C)c1cccc(-c2cc(Nc3ccc(C(C)(C)C)cc3)ncn2)c1	-7.9	10.1	.	?	3.5	-49.3	-1.9
CC(C)(C)C(=O)N1N=C(c2cccc(NS(C)(=O)=O)c2)CC1c1cccs1 (configuration not stated)	-4.6	.	3.3	.	-11.0	-5.0	5.3
NC(=O)C1CC12c1ccccc1-c1ccccc12 (configuration not stated)	6.2	7.2	-0.2	-1.9	12.5	-11.6	0.5
COc1ccc(NC(C)=O)cc1S(=O)(=O)NCCc1ccccn1	9.3	-0.5	-0.2	-3.4	10.2	-5.1	5.7
COCC(=O)Nc1ccc2c(c1)C(=O)N(C)[C@H]1CC[C@H](CC(=O)O)O[C@@H]1CO2	.	1.2	.	-0.7	5.7	-2.7	.
COCC(=O)NC[C@H]1N[C@H](CO)[C@H]1c1ccc(C2=CCCCC2)cc1	3.5	7.1	36.8*	-1.2	-6.7	-25.8	-7.0
COc1ccc(C(=O)OCC(=O)NC(=O)Nc2ccccc2F)c(OC)c1	-1.1	-12.3	-2.5	-4.1	-0.1	3.1	-3.8
CC(=O)N1N=C(c2ccc(Br)cc2)CC1c1cccc([N+](=O)[O-])c1 (configuration not stated)	-2.7	1.9	-3.8	1.8	-3.3	3.7	3.9
CC(C)NC(=O)c1cc2n(n1)C(C(F)(F)F)CC(c1ccco1)N2 (configuration not stated)	-1.7	.	-4.8	.	-14.7	-18.0	-2.0
O=C(CSc1cccc(C(F)(F)F)c1)Nc1ccc(Cl)cc1Cl	.	0.5	.	-4.7	8.4	.	.
C[C@H]1CCCCO[C@H](CN(C)CC2CCCCC2)[C@@H](C)CN([C@@H](C)CO)C(=O)c2cc(NC(=O)c3ccncc3)ccc2O1	-4.5	.	-0.7	-7.8	.	-5.1	-1.2
CN1C[C@H]2[C@@H](c3ccccc31)[C@@H](CO)N2C(=O)C1CCCC1	-4.3	0.2	-14.1	1.2	0.3	-4.8	3.2
N#C[C@@H]1[C@@H](c2ccc(C#Cc3cccc(F)c3)cc2)[C@H](CO)N1C(=O)C1CCC1	-8.8	33.8	3.2	7.4	-1.5	0.8	0.1
C[n+]1c2n(c3ccccc31)N=C(c1ccc(-c3ccccc3)cc1)CS2	8.3	.	-0.7	.	-15.0	-23.5	-0.3
O=C(NCCOc1ccc(F)cc1)C1CCC(=O)N(Cc2ccc(Cl)cc2)C1 (configuration not stated)	-1.0	.	0.5	.	.	6.4	2.5
O=C(O)/C(=C\c1cccc(O)c1)c1ccc(S(=O)(=O)N2CCCC2)s1	0.0	-0.1	4.5	0.7	-3.1	-10.6	57.9*
COCCNC(=O)C[C@@H]1CC[C@H]2[C@@H](COc3ccc(NC(=O)Nc4cccc(F)c4)cc3C(=O)N2C)O1	.	-4.6	.	-0.8	1.3	2.0	.
Cc1cc(C)c2c(N=NN3CCCCC3)[nH]nc2n1	1.3	.	-0.6	.	-11.7	.	-3.5
O=C(C[C@@H]1CC[C@@H]2[C@H](COC[C@@H](O)CN2CC2CC2)O1)NCC1CC1	-2.1	-15.2	2.2	-0.5	-1.7	25.5	-0.2
CC(O)(c1ccc(F)c(F)c1)c1nc(-c2cc(F)cc(F)c2)cs1 (configuration not stated)	-1.3	-7.3	-1.3	-3.6	-8.7	25.5	3.1
COC(=O)[C@]1(Cc2ccccc2)N[C@H](CN(C)S(=O)(=O)c2ccc(OC)cc2)[C@@H]2C(=O)N(C)C(=O)[C@@H]21	-4.9	-3.4	-1.7	-3.1	-5.0	9.0	-1.5
O=C(C[C@@H]1CC[C@H](NC(=O)Nc2cc(F)ccc2F)[C@H](CO)O1)Nc1ccc(-c2ccccc2)cc1	10.5	.	1.6	.	-11.8	-1.4	6.3
CCC(Sc1ncccc1C(=O)OC(C)C)C(=O)N1CCOCC1 (configuration not stated)	.	-46.4	.	0.6	-7.4	.	.
Oc1ccc(C[C@H]2CNCCN2CCc2cc(C(F)(F)F)cc(C(F)(F)F)c2)cc1	-6.3	-6.7	.	-3.3	6.3	-13.0	10.9
CC(C)Oc1ccc(/C(O)=C2/C(=O)C(=O)N(CCN3CCNCC3)C2c2ccc(C(C)C)cc2)cc1 (configuration not stated)	-2.1	0.6	0.2	-1.4	-12.6	3.2	-3.0
CCOC(=O)N1CCN(C(=O)CSc2nc(=O)n3cccc(C)c3n2)CC1	2.2	.	3.3	.	-6.8	-17.8	-1.2
CCc1ccc(NC(=O)CCNS(=O)(=O)c2cccc3nsnc23)cc1	.	-23.0	.	-4.3	.	11.4	.
CCOc1cc(C(=S)N2CCOCC2)ccc1OC	.	-8.5	.	-4.3	-5.9	.	.
Cc1ccc(CC2SC(N=C(N)N)=NC2=O)cc1 (configuration not stated)	-0.7	12.7	-1.4	1.3	9.4	8.6	-2.2
c1ccc(Nc2n[nH]nc2-c2ccccc2)cc1	.	15.5	.	-8.1	6.7	.	.
Cc1cccc(N=C2NN=C(c3ccc4c(c3)OCCO4)CS2)c1	-1.1	14.2	0.4	18.6	.	3.0	0.0
CN(C)CC#Cc1ccc([C@@H]2[C@H](CO)N3CCCCN(CC4CC4)C[C@@H]23)cc1	0.3	.	-4.6	.	3.0	-13.4	0.1
CC(C)NC(=O)N1[C@H](CO)[C@@H](c2ccccc2-c2ccc(F)cc2)[C@@H]1C#N	-6.8	.	0.6	.	-8.4	-18.8	1.6
Cc1cc(C(=O)Nc2cccc3c2O[C@@H](CN(C)C(=O)NC(C)C)[C@@H](C)CN([C@H](C)CO)C3=O)n(C)n1	8.6	-14.9	2.0	2.2	10.6	-18.0	0.3
C[C@H](CO)N1C[C@H](C)[C@@H](CN(C)C(=O)NC2CCCCC2)Oc2c(NC(=O)Nc3ccc(C(F)(F)F)cc3)cccc2C1=O	-3.3&-1.2	-3.9&-19.4	3.6	0.4&3.9	7.4	-8.4	-0.8&2.3
c1ccc(CCC2CCCCN2Cc2nc(C3CC3)no2)cc1 (configuration not stated)	1.0	.	-1.0	.	-7.8	-0.8	1.8
COc1ccccc1N(CC(=O)NC1CCCCC1)S(=O)(=O)c1ccccc1	-1.6	0.3	-3.1	1.3	-3.6	13.8	0.0
Cc1oc2ncnc(N)c2c1C	.	-8.5	.	-8.0	.	15.0	.
Cc1noc(C)c1COc1ccccc1C(=O)NCCc1ccccc1	-0.1	1.5	-0.1	6.0	-2.2	-10.3	-7.4
COc1cccc(NC(=O)N2CC(=O)N3[C@@H](CO)[C@H](c4ccc(C#CC5CCCCC5)cc4)[C@@H]3C2)c1	9.2	.	11.6	.	.	9.5	-1.1
CN1CCC(NCCC(c2ccc(F)cc2)c2ccc(Cl)cc2)CC1 (configuration not stated)	-10.6	.	-0.6	.	-11.5	-8.4	-41.1
Cc1cc(N/N=C/c2ccc([N+](=O)[O-])o2)nc2ccccc12	-7.9	.	2.3	.	-24.8	-2.6	2.6
CCc1ccc(C(O)(CC)C(CN2CCOCC2)c2ccccc2)cc1 (configuration not stated)	-3.0	7.8	0.4	1.1	-12.6	0.0	2.7
N#C/C(=N/Nc1ccc(S(=O)(=O)N2CCOCC2)cc1)C(N)=O	-2.3	13.1	2.0	-0.9	5.4	4.8	2.4
Cn1c(C(=O)O)c(S(=O)(=O)c2ccc(Cl)cc2)c2ccccc21	-7.0	-2.0	-1.4	-5.9	-6.5	5.8	1.1
C[C@@H]1CN([C@@H](C)CO)C(=O)c2cc(NS(=O)(=O)c3ccc(Cl)cc3)ccc2O[C@@H](C)CCCCO[C@H]1CN(C)C(=O)CCCN(C)C	0.1	.	-5.1	-2.8	-3.5	-0.5	0.4

Some of these compounds in order of count of non-hydrogen atoms, low to high:
SMILES	S100A4 inh HTS	C2C12 statin	SIRT5 block	esBAF inh	FN deposit inh	LGR2 inh	CASP6 VEID inh
O=C(CSc1cccc(C(F)(F)F)c1)Nc1ccc(Cl)cc1Cl	.	0.5	.	-4.7	8.4	.	.
CC(C)NC(=O)c1cc2n(n1)C(C(F)(F)F)CC(c1ccco1)N2 (configuration not stated)	-1.7	.	-4.8	.	-14.7	-18.0	-2.0
CN1CCC(NCCC(c2ccc(F)cc2)c2ccc(Cl)cc2)CC1 (configuration not stated)	-10.6	.	-0.6	.	-11.5	-8.4	-41.1
CN(C)CC(=O)N[C@@H]1CC[C@H](CC(=O)NCCN2CCCCC2)O[C@H]1CO	-9.3	0.5	1.8	1.7	5.7	18.5	-0.5
CC(C)Oc1ccc(/C(O)=C2/C(=O)C(=O)N(CCN3CCNCC3)C2c2ccc(C(C)C)cc2)cc1 (configuration not stated)	-2.1	0.6	0.2	-1.4	-12.6	3.2	-3.0

Additional records follow:
SMILES	S100A4 inh HTS	C2C12 statin	SIRT5 block	esBAF inh	FN deposit inh	LGR2 inh	CASP6 VEID inh
CCOC(=O)c1c(CC(C)C)csc1NC(=O)CCl	-7.4	.	1.0	-10.2	.	27.2	3.8
NC(=O)C(F)(F)C12OC3C4C5CC(C6C5C3C61)C42 (configuration not stated)	-0.2	-0.8	-3.4	1.1	.	0.9	-3.5
Cc1ccc(NC(=O)c2cnccn2)cc1S(=O)(=O)N(C)C	4.0	.	-3.5	.	-4.0	8.8	-0.5
COc1ccc(/C=N/NC(=O)c2ccn[nH]2)cc1COc1ccc(Cl)cc1	.	9.1	.	9.1	-3.3	.	.
O=C(/C=C/c1ccc(O)cc1)c1c(O)cc(O)cc1O	-1.4	-0.1	1.3	7.3	.	-4.0	-1.3
